Compound activity: PubChem, Sanford-Burnham Center for Chemical Genomics
UBC13 polyUb = human UBC13 polyubiquitination inhibition. inhibition, % at 20 µM. UBC13 polyubiquitin chain formation, TR-FRET. AID 485273. 330,000 compounds, 0.47% hits; in the data active = inhibition above about 45%, passing the limit was not always enough
Target sequence (P61088 whole entry, looked up): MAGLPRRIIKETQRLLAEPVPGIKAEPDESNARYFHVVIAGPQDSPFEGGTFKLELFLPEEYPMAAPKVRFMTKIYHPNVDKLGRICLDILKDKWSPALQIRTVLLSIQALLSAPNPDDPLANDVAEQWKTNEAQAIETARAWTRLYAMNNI
A3G deaminase = inhibitors of human APOBEC3G DNA deaminase. recombinant A3G, ssDNA deamination FAM/TAMRA fluorescence. inhibition, % at 20 µM. Q9HC16. 330,000 compounds, 0.28% hits. AID 493012;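 active = inhibition of at least 40% at 20 µM, with no more than 30% in the related APOBEC3A deaminase screen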;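 note: plate controls were DMSO wells with A3G for no effect and wells lacking A3G enzyme for full effect; some compounds called inactive have numbers as strong as hits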
Target sequence (Q9HC16 whole entry, looked up): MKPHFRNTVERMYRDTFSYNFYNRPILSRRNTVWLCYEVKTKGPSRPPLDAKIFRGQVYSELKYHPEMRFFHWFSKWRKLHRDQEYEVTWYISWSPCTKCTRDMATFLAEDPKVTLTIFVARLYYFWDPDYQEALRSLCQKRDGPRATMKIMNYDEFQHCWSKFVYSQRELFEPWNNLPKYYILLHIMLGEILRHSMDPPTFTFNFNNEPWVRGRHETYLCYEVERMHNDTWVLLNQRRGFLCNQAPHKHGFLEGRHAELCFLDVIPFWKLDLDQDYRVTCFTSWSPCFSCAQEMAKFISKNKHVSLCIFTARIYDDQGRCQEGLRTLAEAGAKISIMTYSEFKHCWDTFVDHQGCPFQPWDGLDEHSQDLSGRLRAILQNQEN
SENP1 FRET inh = SENP1 (human) catalytic domain inhibition; recombinant SENP1 catalytic domain, CyPet-SUMO1-YPet FRET cleavage; inhibition, % at 10 µM; 360,000 compounds, 0.21% hits;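 active = inhibition at least 30% at 10 µM, raw YFP signal under a set limit, fluorescence ratio 0.5 to 1.5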;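 note: 0% = enzyme with DMSO and 100% = no enzyme wells; some results filed as inactive read as strong as hits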
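Test system: recombinant human SENP1 catalytic domain, His6-tagged / Medium: pH 8 Tris buffer with EDTA, NaCl, BME, BSA, NP40, catalase / Also added: SUMO1 FRET substrate flanked by Cypet and Ypet, 25 nM / Times: 50 min reaction at room temperature / Signal: FRET, CFP and YFP emission / Control set: no-enzyme low control and enzyme-plus-DMSO high control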
Apaf1 inhib = inhibitors of human Apaf-1 apoptosome. O14727. reconstituted apoptosome caspase-3 activity, DEVD-Rh110 fluorescence. inhibition, % at 20 µM. 330,000 compounds, 0.71% hits; active = inhibition of at least 40% at 20 µM;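 note: plate controls were DMSO wells for no effect and DEVD-CHO caspase inhibitor wells for full effect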
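Material: biochemical Apaf-1 apoptosome reconstitution. Medium: Hepes buffer, pH 7.5. Also added: cytochrome c activation, bis-DEVD rhodamine 110 substrate. Timing: 30 min compound preincubation, 50 min activation, room temperature. Measured by: rhodamine 110 fluorescence at Ex 480/Em 540 nm.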
SENP8 block-1 = inhibitors of human SENP8 protease; Q96LD8; recombinant SENP8, Nedd8 substrate fluorescence; inhibition, % at 20 µM; 360,000 compounds, 0.64% hits; AID 602440; in the data active = inhibition mostly above about 40%, no sharp cut-off; inactive = mostly below about 27%
Target sequence (Q96LD8 whole entry, looked up): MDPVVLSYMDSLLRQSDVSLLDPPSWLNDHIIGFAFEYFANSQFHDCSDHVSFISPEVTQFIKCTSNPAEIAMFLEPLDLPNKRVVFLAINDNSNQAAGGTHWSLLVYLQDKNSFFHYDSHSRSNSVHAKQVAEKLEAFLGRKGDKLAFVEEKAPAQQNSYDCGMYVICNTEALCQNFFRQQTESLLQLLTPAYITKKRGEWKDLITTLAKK
SENP6 inh = blocks the human protease SENP6; Q9GZR1; Recombinant SENP6 catalytic domain, aminoluciferin luminescence; inhibition, % at 10 µM; 330,000 compounds, 1.8% hits;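 active = inhibition above about 50% at the single tested dose, limit read from the data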;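 note: plate controls were DMSO wells with enzyme for no effect and DMSO wells lacking enzyme for full effect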
SENP8 block-2 = SENP8 protease inhibition | 330,000 compounds, 1.2% hits | inhibition, % at 10 µM | purified SENP8, Z-RLRGG-aminoluciferin cleavage, luminescence | AID 2540; in the data active = inhibition above about 50%
SENP7 inh = blocks the human protease SENP7; recombinant SENP7, Z-RLRGG-aminoluciferin luminescence, 40 min; AID 434973; Q9BQF6; 330,000 compounds, 1.5% hits; inhibition, % at 5 µM;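 active = inhibition above about 50% at the single test dose, limit read from the data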;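 note: plate controls were DMSO with enzyme for no effect and no enzyme buffer wells for full effect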
Target sequence (Q9BQF6 706-1050 limits assumed): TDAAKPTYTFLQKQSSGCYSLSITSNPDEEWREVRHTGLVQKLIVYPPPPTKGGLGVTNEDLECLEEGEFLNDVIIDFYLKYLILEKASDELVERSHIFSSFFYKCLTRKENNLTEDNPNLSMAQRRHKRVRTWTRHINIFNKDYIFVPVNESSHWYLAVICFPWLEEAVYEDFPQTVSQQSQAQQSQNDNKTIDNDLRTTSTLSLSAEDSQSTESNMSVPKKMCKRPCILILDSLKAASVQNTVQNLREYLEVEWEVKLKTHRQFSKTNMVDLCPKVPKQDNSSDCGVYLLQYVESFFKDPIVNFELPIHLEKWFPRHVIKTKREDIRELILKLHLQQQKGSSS
* marks the source's active call; other numbers are inactive results; i = inactive; nt = not tested or not shown; & = joins results of further samples.

Every second line gives: UBC13 polyUb, A3G deaminase, SENP1 FRET inh, Apaf1 inhib, SENP8 block-1, SENP6 inh, SENP8 block-2, SENP7 inh
COc1cccc(CC(=O)Nc2ccc(S(=O)(=O)Nc3nccs3)cc2)c1
    -3, 15, 0, 3, -1, 1, -3, 3
N#C/C(=C\c1ccc2c(c1)OCO2)C(N)=S
    18, 6, -8, -17, -8, -12, -3, -2
O=C(O)Cn1ccc2cc(S(=O)(=O)N3CCCCCC3)ccc21
    -4, -4, 0, -8, 6, -2, -3, -3
C=CCOC(=O)C(C#N)c1nc2ccccc2nc1N1CCCC1 (stereo unspecified)
    -16, 0, -18, 15, -124, 6, 0, 8
Cc1ccc(C(=O)N2CCCCC2)cc1S(=O)(=O)N1CCCCCC1
    3, -7, -1, 1, 4, -9, -2, -5
O=C(CSc1nnnn1-c1cccnc1)Nc1ccc(F)cc1F
    0, -9, 2, -1, 13, -2, -13, -3
O=c1c(-c2ccnn2-c2cccc(Cl)c2)cnc2n1CCS2
    -8, -2, 5, 2, -6, -7, -7, -7
Cc1ccc(C(=O)NNC(=O)C2CCN(c3nc(C)cc(C)n3)CC2)cc1
    0, -4, 0, -4, -24, 1, -9, 5
C[C@H]1CN=C(Nc2ccccc2)N1CCCC1CCCC1
    -1, -3, -1, 1, 9, 13, 4, 5
CN1/C(=C\C=N\O)C(C)(C)c2ccccc21
    -2, -1, -7, -1, 32, 11, 4, 5
CCOC(=O)N1CCN(C(=O)C2CCN(S(=O)(=O)c3cc(C)ccc3OC)CC2)CC1
    -8, -5, 2, 5, -44, 3, -5, -8
CCOP(=O)(OCC)c1nc(-c2ccccc2)oc1NCc1ccccc1
    0, -6, 1, 21, -417, -29, -6, -13
COc1ccccc1C(=O)NC(=O)CSc1nc2nc(C)cc(C)n2n1
    -8, -6, 2, -4, 0, -4, 4, -2
CCOC(=O)c1cc2c(ccn2C)n1CC(=O)N1C(C)CCCC1C (stereo unspecified)
    0, 0, -1, -3, 4, -1, 4, 3
COc1ccc(/C=N/Nc2ccc(C(=O)O)cc2)cc1OC
    -5, -2, 1, -1, -269, 95*, 82*, 86*
c1cncc(-c2csc(NCc3ccco3)n2)c1
    -2, -1, -1, -1, 1, -19, -8, 8
COc1ccc2[nH]c(C(=O)O)c(NS(=O)(=O)c3ccc(Cl)s3)c2c1
    0, 0, 5, -1, 15, -8, 0, -1
O=C1NC[C@@H](c2ccccc2)OC(=O)[C@H](Cc2ccc(F)cc2)CC/C=C/C[C@H]1CC(=O)N(CCO)Cc1ccccc1
    9, -4, 4, 31, 16, 6, 3, 5
COc1ccc(/C=N/NC(=O)CCNc2n[nH]c(=O)[nH]c2=O)c(OC)c1
    -4, -6, 3, -7, 15, -2, -15, -5
OCCC1CN(Cc2cccn2-c2nccs2)CCN1C1CCCCC1 (stereo unspecified)
    8, -7, 1, -17, 8, 7, 6, -6

Limited to UBC13 polyUb, for some of the entries so far:
structure	UBC13 polyUb
COc1ccccc1C(=O)NC(=O)CSc1nc2nc(C)cc(C)n2n1	-8
CCOC(=O)c1cc2c(ccn2C)n1CC(=O)N1C(C)CCCC1C (stereo unspecified)	0
COc1ccc(/C=N/Nc2ccc(C(=O)O)cc2)cc1OC	-5

Remaining list, next part:
Every second line gives: UBC13 polyUb, A3G deaminase, SENP1 FRET inh, Apaf1 inhib, SENP8 block-1, SENP6 inh, SENP8 block-2, SENP7 inh
O=C(CN1CCN(S(=O)(=O)N2CCCCC2)CC1)Nc1cc(Cl)ccc1Cl
    8, -5, 0, 1, 11, -15, 6, -1
O=C(CNC(=O)c1sc2ccccc2c1Cl)Nc1ccccc1F
    -5, -8, 0, 7, 1, -13, -10, -16
O=c1c2cccnc2n(-c2ccccc2)n1Cc1c(Cl)cccc1Cl
    4, -1, 1, 25, -243, -11, -3, 1
Cc1cc(C)n(CCCNCC(O)c2ccccc2)n1 (stereo unspecified)
    -2, -7, 0&-2, 15, 18&22, -16, 2, -4
CC(=O)Nc1ccc(N=Cc2nc(-c3ccc(C)cc3)oc2O)cc1
    -3, -6, -18, 15, -149, -2, 4, 2
COc1ccc2oc(=O)c(C(=O)Nc3cccc(C)c3)cc2c1
    1, -4, -42, -1, -21, -1, 2, 10
CSC1=NC2(C[C@H]2c2ccccc2)C(=O)N1C (stereo partly specified)
    5, 1, 0, 0, -1, -15, -4, 4
Cc1nn2c(=O)nc3sc4c(c3c2[nH]c1=O)CCCC4
    -8, 0, nt, -1, nt, -6, 1, -4
Cc1ccc(NC(=O)c2ccccc2F)c(NC(=O)c2ccccc2F)c1
    -4, -6, 2, -8, 8, -11, -2, 10
CCC(Sc1nc(N)c(NC(=O)c2ccc(OC)cc2)c(=O)[nH]1)C(=O)O (stereo unspecified)
    0, 0, -1, 2, 16, 7, 0, 8
Cc1cccc(NCCC(=O)c2ccc([N+](=O)[O-])cc2)c1C
    14, 12, 2, 1, 4, 15, 1, 6
CCCCNc1ccc2oc(-c3ccc(OC)cc3)c(-c3ccc(OC)c(F)c3)c2c1
    3, -1, -2, 14, i, 8, 4, 7
Nc1nc2c(nc(SCc3ccccc3Br)n2C2OC(CO)C(O)C2O)c(=O)[nH]1 (stereo unspecified)
    10, -7, -1, -2, 1, 3, 8, 3
O=C(O)c1ccccc1NCc1ccncc1
    9, -1, 2, -9, -190, -11, -8, 7
COc1ccc(NC(=O)C(=O)N/N=C/c2cccnc2)cc1
    -4, -4, 1, -36, 14, -7, 9, -1
C[C@H](CO)N1C[C@H](C)[C@@H](CN(C)S(=O)(=O)c2ccc(F)cc2)Oc2c(NS(=O)(=O)c3ccccc3)cccc2C1=O
    2, -5, 1, -4, -1, -16, 6, -4
CCN(C[C@H]1N[C@@](C)(C(=O)OC)[C@H]2C(=O)N(Cc3ccccc3)C(=O)[C@@H]12)C(=O)Nc1ccc(Cl)cc1
    8, 2, 0, 10, 12, 10, 3, 9
CCCC(=O)c1ccc(N2CCCC2)c(F)c1
    11, -2, -8, 7, -106, 7, -11, -3
Cc1nn(-c2ccc(F)cc2)c2sc(C(=O)N3CCCCCC3)cc12
    15, -5, 2, 23, 21, -6, 3, 1
Cc1cc(Nc2ccc(F)cc2)n2nc(C)nc2n1
    7, -7, 3, -11, 9, -7, 6, 2
C=CCSc1nc(N2CCOCC2)c2c(c1C#N)CC(C)(C)N(C)C2
    -10, 5, -51, 0, 3, -11, -6, 0
COc1ccc2[nH]c(CN3CCN(C(C)C)C(CCO)C3)c(C)c2c1 (stereo unspecified)
    4, -2, 3, -9, -15, -4, 0, 2
O=C(NCc1ccc(Cl)cc1)C1CCCO1 (stereo unspecified)
    1, -9, 1, -12, 4, -4, 4, 2
CCC(=O)Nc1nc2ccccc2n1Cc1ccccc1Cl
    12, -6, 2, 9, 21, -20, -3, -2
CC(C)(C)CN1CCC(Oc2cccc(C(=O)N3CCC[C@H]3CO)c2)CC1
    -2, -7, -7, -4, 7, 4, -6, 15
Oc1cccc(/C=N/Nc2ccc(Cl)nn2)c1
    -8, -8, 0, 7, -2, -14, -20, -8
CN1CCN(NC(=O)c2ccc(Br)s2)CC1
    18, -7, 3, -20, 19, -26, -3, 8
O=C(/C=C/c1ccccc1Cl)c1ccc(O)cc1
    3, -4, -1, 7, 22, 90*, 82*, 73*
O=C(NCc1nnnn1-c1ccc(F)c(F)c1)c1cc2ccccc2o1
    3, -11, 2, 9, 8, -16, -9, 10
COc1ccccc1N1CCN(C(=O)C2CCN(S(=O)(=O)c3ccc(Cl)cc3)CC2)CC1
    1, -4, 1, 9, 6, 3, -7, 5
COCCCNC(=O)Cn1c(=O)n(CC(=O)N2CCCCC2)c(=O)c2sccc21
    -6, -5, 2, -10, 26, 1, -6, 21
COc1ccc(N2CCN(C(c3cccc(OC)c3OC)c3nnnn3C3CCCC3)CC2)cc1 (stereo unspecified)
    -11, -5, 2, 23, 18, -1, -11, -6
CCN(CC)S(=O)(=O)c1cccc(NC(=O)c2ccccc2Br)c1
    -8, -4, 1, 2, 7, -7, -13, -10
O=C(COc1ccc(-c2ccccc2)cc1)NNC(=O)Nc1ccccc1
    -15, -3, 1, 17, 6, -21, -13, -10
CCOC(=O)c1ccn(-c2nc(-c3ccco3)cc(C(F)(F)F)n2)n1
    -14, -9, -2, 7, -369, -13, -11, 17
Cc1ccccc1NCN1C(=O)C2C3C=CC(C3)C2C1=O (stereo unspecified)
    4, 1, 1, -12, 18, 7, 0, 1
COCCNc1nc(C)c(C(C)=O)s1
    -13, -7, 0, -3, 11, 3, -10, -3
CCCCCCNC(=O)CCc1nc2cccnc2n1Cc1ccc(OC)cc1
    2, -8, -1, 2, 28, -1, 3, -3
CC(=O)Oc1ccc2c(c1)c(C(C)=O)c(C)n2C
    12, -7, 1, -15, 12, 0, 0, 4
CN(C)c1ccc(/C=c2/sc3n(c2=O)NC2(c4ccccc4)N(C)C(=O)N(C)C2(c2ccccc2)N=3)cc1 (stereo unspecified)
    -18, -3, nt, 20, nt, -18, -6, 5
Cc1ccc(SCCSc2ncccn2)cc1
    1, -1, 1, 6, 8, 30, -6, 14
COc1cc(C(=O)NCc2cn3cccc(C)c3n2)cc(OC)c1OC
    2, -8, 1, 1, -4, 3, 9, 7
CCOC(=O)Cn1c(S(=O)(=O)Cc2ccccc2)nc2ccccc21
    -3, 2, 1, 0, 14, -19, 9, 6
CN(C)CCNc1ncnc2c1sc1nc(N3CCOCC3)c3c(c12)CC(C)(C)SC3
    33, -2, -13, 8, -236, -3, -3, -3
CCNC(=O)NC(C(=O)OC)C12CC3CC(CC(C3)C1)C2 (stereo unspecified)
    -4, -7, 0, 5, 17, -7, -11, -6
CC(C)OCCCNC(=O)Cn1ncc2c(=O)oc3ccccc3c21
    -8, -12, 1, 0, 31, -3, -4, 1
CCOC(=O)c1c(NC(=O)CSc2nnc(-c3c[nH]c4ccccc34)n2C)sc2c1CCCC2
    -17, -8, 0, 18, -1, -8, 9, -1
S=c1[nH]nc(C2CCCCC2)n1/N=C/c1cccs1
    2, 18, 0, 12, 3, 7, -2, -9
Cc1c(Cl)cccc1N=C(N)N=C(N)N
    -4, -6, 4, 0, 9, -3, -6, -10
CC(=O)c1ccc(-n2c(CCC(=O)O)ccc2-c2ccc(Cl)cc2)cc1
    1, -6, 2, 8, 11, 8, 3, -2

4 of these compounds, reformatted:
compound	UBC13 polyUb	A3G deaminase	SENP1 FRET inh	Apaf1 inhib	SENP8 block-1	SENP6 inh	SENP8 block-2	SENP7 inh
CCNC(=O)NC(C(=O)OC)C12CC3CC(CC(C3)C1)C2 (stereo unspecified)	-4	-7	0	5	17	-7	-11	-6
CCOC(=O)c1c(NC(=O)CSc2nnc(-c3c[nH]c4ccccc34)n2C)sc2c1CCCC2	-17	-8	0	18	-1	-8	9	-1
CN(C)CCNc1ncnc2c1sc1nc(N3CCOCC3)c3c(c12)CC(C)(C)SC3	33	-2	-13	8	-236	-3	-3	-3
S=c1[nH]nc(C2CCCCC2)n1/N=C/c1cccs1	2	18	0	12	3	7	-2	-9

(listing goes on)
Every second line gives: UBC13 polyUb, A3G deaminase, SENP1 FRET inh, Apaf1 inhib, SENP8 block-1, SENP6 inh, SENP8 block-2, SENP7 inh
Cc1ccc2occ(/C=N/NC(=O)c3ccccc3Br)c(=O)c2c1
    -3, -1, -1, 15, -9, -2, 3, 0
Cn1c(=O)c(C(=O)NCC2CCCO2)c(O)c2ccccc21 (stereo unspecified)
    -1, -8, 2, 1, -36, -15, 3, -5
CCOc1ccccc1-n1c(SCC(N)=O)nnc1-c1cccnc1
    -2, 1, 2, 10, 25, -12, -1, 1
Oc1ccc2ccccc2c1CN1CCN(C/C=C/c2ccccc2)CC1
    13, -8, 1, 30, -117, -12, -4, -4
Clc1ccc(-c2nc3ncccn3c2Cl)cc1
    18, 10, -8, 4, -432, -17, -5, 13
COc1cccc(/C=N/NC(=O)c2cccc([N+](=O)[O-])c2)c1OS(=O)(=O)c1ccc(C)cc1
    -4, -8, 1, 12, 10, 13, 5, 2
